hgDAF-12 ag – activates the H. glycines DAF-12 receptor ligand-binding domain; HEK293 GAL4-hgDAF12 UAS-luciferase reporter, agonist luminescence; normalized to butyrate control; actives 1.8% (n = 370,000); activation, % at 6.8 µM;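 active = activation above a cutoff set at the mean of all screened compounds plus 3 SD, cut at about 10% in these data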;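 note: 0% = DMSO wells and 100% = sodium butyrate wells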
sPLA2-III inh – Blocks human group III sPLA2 activity | Q9NZ20 | QFRET BODIPY PC-A2 liposome hydrolysis, fluorescence | inhibition, % at 12.2 µM | actives 0.56% (n = 370,000);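 active = inhibition above mean plus 3 SD of compounds lying within the high and low control bounds, cut at about 19% in these data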;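 note: 0% = median of test compound wells and 100% = no enzyme DMSO wells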
PLCb3 inh – PLC-beta3 (human) inhibition, primary screen | Q01970 | Purified PLC-beta3, fluorogenic substrate, fluorescence | inhibition, % at 12.2 µM | actives 0.18% (n = 370,000) | AID 720704; in the data active = inhibition above about 11%;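 note: 0% = median of compound wells on plate and 100% = full blocker control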
hcDAF12 agonist – activators of H. contortus DAF-12 nuclear receptor | HEK293 hcDAF-12 lit1-tk-luc reporter, luminescence; 0% DMSO, 100% Δ7-dafachronic acid | activation, % at 6.8 µM | actives 1.4% (n = 370,000);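 active = activation above the mean of all tested compounds plus 3 SD, cut at about 5.5% in these data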;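 note: 100% = response to 3 µM Δ7-dafachronic acid high control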
SMARCA2 act – SMARCA2 function activation, primary screen; MG213 cells, MMTV-luciferase reporter, dexamethasone, overnight; activation, % at 9.1 µM; actives 1% (n = 370,000); AID 652017; in the data active = activation above about 7.8%;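 note: 0% = vehicle wells and 100% = reference activator wells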
PG9 binder – PG9 antibody binding by small molecule. TR-FRET gp120-PG9 antibody binding. actives 0.43% (n = 360,000). inhibition, % at 6.7 µM. AID 624416; in the data active = inhibition above about 8.5%
FXN GAA850 act – activators of GAA850 frataxin (FXN) promoter; actives 0.56% (n = 360,000); AID 540364; activation, % at 6 µM; HEK293 lucGAA850 FXN promoter luciferase reporter, 24 h; percent of 10 µM SAHA response;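 active = activation above the average of all compounds screened plus 3 SD, cutoff fixed separately per campaign, cut at about 7.5% in these data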;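 note: 0% = DMSO wells and 100% = 10 µM SAHA wells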
Rev-erbA mod – modulators of human Rev-erb alpha DNA binding; P20393; Rev-erbα–FITC-DNA binding, fluorescence polarization, 90 min; activity, % at 10 µM; actives 0.79% (n = 370,000); AID 1259318;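 active = activity above about 14%, limit read from the data; passing the limit was not always enough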;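 note: 0% = DMSO wells with 35 nM protein and 100% = DMSO wells with 750 nM protein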
Target sequence (P20393 whole entry, looked up): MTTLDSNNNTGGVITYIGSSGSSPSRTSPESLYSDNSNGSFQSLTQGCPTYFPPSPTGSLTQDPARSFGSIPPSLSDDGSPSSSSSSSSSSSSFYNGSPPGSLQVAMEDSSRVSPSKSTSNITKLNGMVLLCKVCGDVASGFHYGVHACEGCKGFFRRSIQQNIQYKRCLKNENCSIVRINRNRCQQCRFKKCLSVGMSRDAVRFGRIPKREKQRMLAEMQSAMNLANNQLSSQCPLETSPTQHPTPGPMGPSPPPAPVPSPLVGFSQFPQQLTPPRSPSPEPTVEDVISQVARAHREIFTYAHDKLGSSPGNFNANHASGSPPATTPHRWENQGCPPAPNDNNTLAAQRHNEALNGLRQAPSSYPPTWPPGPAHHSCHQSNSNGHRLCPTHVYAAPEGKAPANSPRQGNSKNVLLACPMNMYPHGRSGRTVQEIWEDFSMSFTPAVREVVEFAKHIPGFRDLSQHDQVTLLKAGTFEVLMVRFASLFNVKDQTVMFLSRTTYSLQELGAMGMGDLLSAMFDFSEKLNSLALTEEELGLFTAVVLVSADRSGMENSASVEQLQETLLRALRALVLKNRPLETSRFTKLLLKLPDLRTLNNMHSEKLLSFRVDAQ
DAX1 inh-1 – blocks DAX1 repression of SF-1 activated StAR promoter; inhibition, % at 6.8 µM; actives 1.1% (n = 370,000); HEK293T StAR-luciferase reporter, SF-1/DAX-1 repression relief; AID 652010;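 active = inhibition above the mean over all tested compounds plus 3 SD, cut at about 3.6% in these data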;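 note: 0% = DAX-1 cells with DMSO and 100% = cells lacking DAX-1 with DMSO; higher inhibition means more luminescence from relief of DAX-1 repression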
DAX1 inh-2 – NR0B1 (DAX1) inhibition; HEK293 Gal4-DAX1 luciferase reporter, luminescence; inhibition, % at 6.75 µM; actives 0.99% (n = 340,000); AID 504766;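 active = inhibition above the mean over all tested compounds plus 3 SD, cut at about 4.2% in these data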;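 note: 0% = DAX1-transfected cells with DMSO and 100% = empty-vector control cells with DMSO; inhibition shows as a rise in luminescence from relieved DAX1 repression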
Target sequence (P51843 207-470 limits assumed): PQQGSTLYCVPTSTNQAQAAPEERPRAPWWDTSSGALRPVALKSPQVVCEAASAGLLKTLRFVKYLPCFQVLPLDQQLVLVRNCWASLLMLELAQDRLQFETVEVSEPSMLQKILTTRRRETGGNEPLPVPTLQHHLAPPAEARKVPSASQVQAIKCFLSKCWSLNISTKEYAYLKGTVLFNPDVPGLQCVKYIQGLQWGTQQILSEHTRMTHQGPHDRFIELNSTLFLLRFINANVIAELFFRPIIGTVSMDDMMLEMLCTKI
ssDAF12 agonist – activators of S. stercoralis DAF-12 nuclear receptor. HEK293 ssDAF-12/GRIP1 lit1-tk-luc reporter, luminescence; % of 3 µM dafachronic acid response. activation, % at 6.8 µM. actives 1% (n = 370,000);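 active = activation above the mean over all tested compounds plus 3 SD, cut at about 0.9% in these data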;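 note: 0% = DMSO-only wells and 100% = 3 µM delta7-dafachronic acid wells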
* hit, by the source's call; . = no result given.

SMILES	hgDAF-12 ag	sPLA2-III inh	PLCb3 inh	hcDAF12 agonist	SMARCA2 act	PG9 binder	FXN GAA850 act	Rev-erbA mod	DAX1 inh-1	DAX1 inh-2	ssDAF12 agonist
CCOC(=O)c1c(C)c(C(=O)NCCCOC)c(C)n1C	6.8	1.4	2.4	-1.5	-1.1	-0.8	-1.5	-2.5	-1.1	-0.3	-1.5
O=C(NNc1ccccc1Cl)C(O)(c1cccc(C(F)(F)F)c1)c1cccc(C(F)(F)F)c1	1.9	-9.2	-1.7	5.2	-4.5	-1.2	-2.5	0.6	-0.3	0.6	-0.9
C=CCC[C@H](Cc1ccc(F)cc1)C(=O)OC[C@@H](Cc1c[nH]c2ccccc12)NC(=O)[C@H](CC=C)CC(=O)N[C@H](CO)Cc1ccccc1	-1.2	-82.6	-4.2	-2.7	-6.2	-1.8	-8.5	5.8	-3.4	-1.6	-1.2
COc1ccccc1NC(=O)N1CCCC1C(=O)Nc1ccc(NC(C)=O)cc1 (stereo not drawn)	0.8	-3.6	2.5	-0.4	-0.7	-1.7	1.9	1.2	0.6	-0.6	0.2
Cc1noc(C)c1S(=O)(=O)N(CC(=O)NCc1ccc2c(c1)OCO2)c1ccc(C(C)C)cc1	0.7	1.0	-0.4	-1.5	2.7	2.1	-1.4	1.6	0.4	0.0	-1.3
CCN(C(C)=O)c1cnc(C=NNC(N)=S)c2ccccc12	-8.8	2.2	-24.9	-3.5	-4.2	2.0	-1.8	4.2	-3.1	-4.4	-1.8
CC1=NN(C(=O)Cc2ccccc2)C(O)(c2ccccc2)C1 (stereo not drawn)	0.0	2.4	-7.0	1.4	-3.1	-0.3	-1.2	0.4	0.1	-0.3	-0.7
COc1ccc(N(CC(=O)Nc2ccc(F)c(Cl)c2)S(=O)(=O)c2c(C)noc2C)cc1	-0.1	3.5	1.7	-1.4	-2.9	1.2	-1.3	-0.7	-0.3	0.1	-1.9
CN(C)CCCNC(=O)C(=O)NCC(c1cccs1)S(=O)(=O)c1ccc(F)cc1 (stereo not drawn)	1.3	2.8	-0.7	-0.5	-3.7	0.5	0.8	-4.9	0.4	2.0	-0.6
O=C(CCl)c1cc2c3c(c1)CC(=O)N3CCC2	-0.9	-8.1	-7.8	1.0	-1.9	0.9	8.6*	-4.4	-0.8	4.1	-0.3
C=CCNC(=S)NNC(=O)C(CCC(C)C)CC(C)O (stereo not drawn)	-0.2	13.6	-5.0	-0.7	-0.2	-3.8	-1.5	1.7	-0.5	-0.2	-1.3
COc1ccc(C(O)c2nc(-c3cc4ccccc4o3)cs2)cc1 (stereo not drawn)	7.3	-11.8	-7.7	1.9	-2.4	-2.1	2.9	4.4	1.0	.	-0.9
CCOC(=O)CNC(=O)CNC(=O)c1ccc(OC(C)C)cc1	1.3	0.0	-4.7	1.4	0.8	-0.7	2.1	-2.5	-0.2	.	-1.3
Cn1ccs/c1=N\S(=O)(=O)c1ccc(Br)cc1	0.2	-1.0	2.5	-1.8	-0.4	-1.5	0.7	-3.8	-0.3	-0.8	-0.8
CCOC(=O)Cn1c(=S)[nH]c2c(oc3ccc(Cl)cc32)c1=O	1.7	6.9	-1.4	-1.8	-1.4	16.1*	-0.1	7.6	-0.6	-0.3	-1.1

An excerpt taken from the entries so far:
SMILES	hgDAF-12 ag	sPLA2-III inh	PLCb3 inh	hcDAF12 agonist	SMARCA2 act	PG9 binder	FXN GAA850 act	Rev-erbA mod	DAX1 inh-1	DAX1 inh-2	ssDAF12 agonist
CCOC(=O)CNC(=O)CNC(=O)c1ccc(OC(C)C)cc1	1.3	0.0	-4.7	1.4	0.8	-0.7	2.1	-2.5	-0.2	.	-1.3
Cn1ccs/c1=N\S(=O)(=O)c1ccc(Br)cc1	0.2	-1.0	2.5	-1.8	-0.4	-1.5	0.7	-3.8	-0.3	-0.8	-0.8
CCOC(=O)Cn1c(=S)[nH]c2c(oc3ccc(Cl)cc32)c1=O	1.7	6.9	-1.4	-1.8	-1.4	16.1*	-0.1	7.6	-0.6	-0.3	-1.1

Remaining list, next part.
SMILES	hgDAF-12 ag	sPLA2-III inh	PLCb3 inh	hcDAF12 agonist	SMARCA2 act	PG9 binder	FXN GAA850 act	Rev-erbA mod	DAX1 inh-1	DAX1 inh-2	ssDAF12 agonist
Cc1cc(C)c(N(CC(=O)NC(C)(C)C)C(=O)CNC(=O)c2cccs2)c(C)c1	-0.4	0.3	2.4	-1.6	0.4	1.3	-0.7	2.2	-0.1	.	-1.5
COCc1[nH]nc2c1C(c1cccc(C(F)(F)F)c1)N(c1ccccc1)C2=O (stereo not drawn)	-1.0	-3.4	1.2	-1.0	2.3	0.5	.	2.6	0.6	.	-1.1
CN(C)C1=NC[C@H](Cc2ccccc2)N1CCCCc1ccccc1	0.7	-15.3	0.7	-1.9	-2.8	-2.9	-1.9	-0.7	-0.7	1.4	-1.6
CC1CCN(c2ncccc2C(=O)O)CC1	1.9	-4.6	0.9	1.0	-0.7	-2.7	1.4	.	-0.4	0.3	-1.5
Cc1ccc(NC(=O)CSc2nnc(-c3ccncc3)n2C)cc1S(=O)(=O)N1CCOCC1	-1.4	2.5	2.6	-1.2	2.5	-2.7	1.6	-4.7	0.1	0.8	-1.6
O=C(Nc1ccccc1N1CCOCC1)c1ccc(F)c(S(=O)(=O)N2CCOCC2)c1	1.7	5.3	-3.5	-1.4	-2.6	-1.9	1.4	-1.3	-1.0	0.8	-1.0
CC(C)NS(=O)(=O)c1ccc(OCC(=O)Nc2ccccc2F)cc1	1.5	-5.4	1.9	-2.0	-1.2	-2.6	2.1	-3.0	0.5	2.4	-1.9
COc1ccc(NC(=O)C2Cc3c(-c4cccc(F)c4)ccnc3O2)cc1 (stereo not drawn)	-2.5	-4.2	1.2	-0.1	-3.5	0.9	0.6	-4.2	-0.3	.	-2.0
Cc1ccc(S(=O)(=O)N2CCN(C(=O)COC(=O)c3ccc([N+](=O)[O-])o3)CC2)c(C)c1	-0.2	6.5	-7.6	-0.3	-2.0	-0.9	1.7	-2.1	-1.5	0.3	-1.2
CC(C)(C)C(=O)Nc1ccc(NC(=O)c2ccco2)nc1	-14.6	6.4	-6.1	-7.5	-9.4	-0.9	-13.4	-1.4	-1.7	-3.7	-2.5
O=c1c2ccccc2nnn1-c1ccccc1	9.1	1.7	2.6	0.0	2.1	0.6	2.1	-1.3	-1.3	1.7	-0.8
Clc1ccc(Nc2ccc3ccccc3n2)cc1	19.3*	-4.6	-81.6	17.1*	5.0	-1.9	5.9	-3.6	2.9	5.5*	2.6*
CSc1nc(N2CCOCC2)c2c(c1C#N)CC(C(C)C)OC2 (stereo not drawn)	-1.9	8.8	-7.3	-0.1	-1.0	0.4	0.7	1.7	0.2	0.2	-1.2
Cc1cc(C(=O)NNC(=O)c2ccc(F)cc2)c(C)s1	5.3	1.0	0.6	-0.5	6.1	0.5	1.0	-4.2	0.6	-1.1	-0.9
Cc1cccc(NC(=S)N(Cc2ccc(Cl)cc2)Cc2ccc(C(=O)O)cc2)c1	-2.1	-10.5	-5.9	-0.3	-2.7	0.4	1.4	3.3	-0.4	2.0	-1.7

2 entries from above, in CSV form:
structure,hgDAF-12 ag,sPLA2-III inh,PLCb3 inh,hcDAF12 agonist,SMARCA2 act,PG9 binder,FXN GAA850 act,Rev-erbA mod,DAX1 inh-1,DAX1 inh-2,ssDAF12 agonist
CN(C)C1=NC[C@H](Cc2ccccc2)N1CCCCc1ccccc1,0.7,-15.3,0.7,-1.9,-2.8,-2.9,-1.9,-0.7,-0.7,1.4,-1.6
CC1CCN(c2ncccc2C(=O)O)CC1,1.9,-4.6,0.9,1.0,-0.7,-2.7,1.4,.,-0.4,0.3,-1.5

(list continues)
SMILES	hgDAF-12 ag	sPLA2-III inh	PLCb3 inh	hcDAF12 agonist	SMARCA2 act	PG9 binder	FXN GAA850 act	Rev-erbA mod	DAX1 inh-1	DAX1 inh-2	ssDAF12 agonist
Cc1ccccc1Nc1nc(N)nc(COC(=O)c2ccc(O)cc2)n1	-0.1	-6.0	-1.1	1.3	2.5	-0.9	5.5	-8.1	0.8	-0.3	-0.5
c1ccc(-c2ccccc2OCCN2CCCC2)cc1	-3.2	0.6	-2.6	0.5	-0.7	1.4	1.1	0.6	0.0	-0.7	-0.8
O=C(NNC(=O)c1ccccc1F)c1ccc(-c2ccc(Cl)cc2)o1	2.1	-14.3	-9.0	-1.5	-0.8	-1.2	1.8	0.2	2.5	1.6	-0.5
CCOc1ccccc1NC(=O)C(NCC1(N2CCCCC2)CCCCC1)c1ccccc1 (stereo not drawn)	1.2	11.6	-1.4	0.2	-1.2	1.1	-6.5	0.7	-0.6	4.4*	-2.5
Cc1ccccc1C(=O)NCCNC(=O)c1ccco1	1.4	-0.8	-0.8	1.4	2.3	1.8	0.3	0.9	0.0	1.9	-0.6
Cc1ccc(C(C#N)c2ccc(Cl)nn2)cc1 (stereo not drawn)	-0.9	-1.3	5.5	-2.5	-0.7	-2.1	2.0	-1.4	-0.5	-0.1	-1.3
CC(=O)c1ccc(OCCOc2ccc([N+](=O)[O-])cc2)cc1	2.0	-4.1	-9.7	1.2	-0.2	-0.4	2.1	-3.3	-0.4	1.9	-1.3
Cc1ccc(N2CC(C(=O)OCC(=O)C(C)(C)C)CC2=O)cc1C (stereo not drawn)	-1.3	1.8	0.1	0.3	-2.9	-0.3	0.2	-3.8	0.0	0.1	-0.9
CC(C)(C)n1ncc2c(=O)n(Cc3c(Cl)cccc3Br)cnc21	-2.1	-1.6	-5.2	-3.5	-1.7	0.5	3.6	-1.8	-1.0	0.5	-1.4
NC(=O)Cn1c2[n+](c3ccccc31)CC(O)CS2 (stereo not drawn)	-1.2	2.1	-1.4	-1.3	0.6	1.2	-0.9	-0.3	0.1	0.3	-1.0
CCCCCCN1C=CC(=C/C=C(\C#N)C(=O)OCC)C=C1	1.3	-41.5	-23.4	1.3	-1.3	-13.6	1.6	57.5*	-0.5	0.5	-1.4
CCOc1ccc(-c2cc(C(=O)NCc3cc(C(F)(F)F)cc(C(F)(F)F)c3)[nH]n2)c(C)c1	1.7	-6.8	4.0	-0.4	-0.6	0.7	0.5	-10.3	-0.3	.	-1.1

Screening results (PubChem BioAssay)
